QS inhibitor – inhibitors of bacterial quorum sensing in S. aureus | AID 527 | 0.3% of 24,000 active | S. aureus RN6390 RNAIII-GFP reporter, AIP-induced, flow cytometry 3 h | inhibition, % at 2 µM;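 active means share of bacteria positive for the green fluorescent reporter and its mean brightness both inhibited by 50% or more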;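 further: 0% = AIP-stimulated control and 100% = unstimulated bacteria without AIP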
QS inhibitor GFP MFI % – also measured in QS inhibitor; calls as there; inhibition, %; measured here: inhibition of GFP MFI
The depositor's hits bear a star.

SMILES | QS inhibitor | QS inhibitor GFP MFI %
COc1cccc(CNC(=O)C2CCCN(S(C)(=O)=O)C2)c1 (stereo unspecified) | -3 | -4
Cc1nc2ccc(S(=O)(=O)NCC(=O)N3CCC(C)CC3)cc2s1 | -1 | 13
Cc1ccc(CNC(=O)CCCn2c(=O)c3ccccc3n(CC(=O)NC3CCCC3)c2=O)cc1 | 2 | 12
CN(C)/C=C1\N=C(c2ccc(Cl)cc2Cl)OC1=O | -4 | -60
CCC(Sc1nc2cc3c(cc2c(=O)n1Cc1ccco1)OCO3)C(=O)Nc1ccccc1OC (stereo unspecified) | -3 | 7
CCNC(=O)N(C(=O)NCC)n1c(C)nnc1C | 0 | 9
COc1cc(NC(=O)CN(c2cc(C)cc(C)c2)S(=O)(=O)c2c(C)noc2C)cc(OC)c1 | 12 | 23
CCOC(=O)CN1CC23C=CC(O2)C(C(=O)Nc2ccc(C(C)=O)cc2)C3C1=O (stereo unspecified) | 1 | 14
CCCCC(=O)NC(Nc1cc(C)ccn1)(C(=O)OCC)C(F)(F)F (stereo unspecified) | 2 | 25
COC(=O)C(C)NC(=O)C12CC3CC(CC(C3)C1)C2 (stereo unspecified) | 0 | 19
Cn1c(=O)c2cc(S(=O)(=O)NCCC(=O)NCCc3ccc(Cl)cc3)ccc2n(C)c1=O | -4 | -10
COc1ccc(C)cc1S(=O)(=O)N1CCN(Cc2ccccc2)CC1 | 0 | 5
COC(=O)[C@@H](NC(=O)NCc1ccccc1Cl)C(C)C | 1 | 6
CC(Oc1ccccc1)C(=O)NC1CC(C)(C)NC(C)(C)C1 (stereo unspecified) | 0 | 4
O=C(O)c1ccc2c(c1)C(c1ccccc1)OC2=O (stereo unspecified) | -1 | -13
CCN(CC)C(=O)c1sc2nc(-c3ccc(OC)cc3)cn2c1C | -5 | -6
COCCCNC(=O)CSC1=Nc2ccccc2C2=NC(CC(=O)NCc3ccccc3)C(=O)N12 (stereo unspecified) | 2 | 9
COc1ccc(S(=O)(=O)N2CCCN(CC(=O)C(C)(C)C)CC2)cc1 | -2 | 0
COC(=O)C1=C(N)N(c2ccc(F)cc2)C2=C(C(=O)CCC2)C1c1ccc2c(c1)OCO2 (stereo unspecified) | 0 | 36
CCCn1c(C)cc(=O)c2cc(NC(=O)c3cnccn3)ccc21 | -1 | -7
Cc1cccc(N2CCN(C(=O)C3CCCN(S(=O)(=O)c4c(C)noc4C)C3)CC2)c1C (stereo unspecified) | 3 | 7
Cc1ccc(CN2C(=O)CCC2C(=O)NCc2ccco2)cc1 (stereo unspecified) | -4 | -8
O=C(Cn1ccc2ccccc2c1=O)NCCC(=O)N1CCN(c2cccc(C(F)(F)F)c2)CC1 | -1 | 6
O=C(CCC1CCCCC1)Nc1c2c(nn1-c1ccc(F)cc1)CS(=O)(=O)C2 | 0 | 7
CCN(CC)S(=O)(=O)N1CCC(C(=O)NCCN2CCOCC2)CC1 | 2 | -6

Carrying on.
SMILES | QS inhibitor | QS inhibitor GFP MFI %
Nn1c(SCC(=O)NC2CCCCC2)nnc1-c1ccc(Cl)cc1 | 0 | -9
CCCc1nnc(NC(=O)C(C)N2C(=O)C3C4C=CC(C4)C3C2=O)s1 (stereo unspecified) | 1 | 5
CCC(Oc1ccc2c(c1)C(=O)CC(C)(C)O2)C(=O)NCCN1CCCCCC1 (stereo unspecified) | -5 | -9
CCOc1ccc(Oc2ccc(C(F)(F)F)cc2N)cc1 | 0 | 6
CC1(C(=O)NC2CCCCC2)CCC(=O)N1Cc1cccnc1 (stereo unspecified) | 0 | -15
Cc1ccc(S(=O)(=O)NCCc2ccncc2)cc1 | -2 | 3
Cc1[nH]nc2c1C(=O)CCC2 | 2 | -6
O=C(C1CCC(=O)N1Cc1ccccc1Cl)N1CCN(c2cccc(Cl)c2)CC1 (stereo unspecified) | 1 | 6
Cc1ccc(OCCN2C(=O)CSC2=O)cc1 | -5 | -25
COc1ccc(S(=O)(=O)N2CCC(C(=O)NCc3ccco3)CC2)cc1 | 0 | -2
CCN(CC)S(=O)(=O)c1ccc2oc(C(=O)N3CCOCC3)c(C)c2c1 | 0 | 29
Brc1ccc(-c2nnc3sc(CN4CCc5ccccc5C4)cn23)cc1 | 6 | 8
O=C(CN1CCOc2ccccc21)NCc1ccc(Cl)cc1 | -3 | -3
C=CCn1cc(C(=O)NCCOC)c(=O)c2cc(S(=O)(=O)N(CC)CC)ccc21 | 1 | 5
CN(Cc1ccccc1)c1ncnc2c1cnn2-c1ccccc1 | 0 | 20
CC(=O)c1ccc(NC(=O)CCn2c(=O)oc3ccccc32)cc1 | -2 | -15
COc1ccc(-c2nc(N3CCCC3)[nH]c(=O)c2C#N)cc1 | 0 | -3
Nc1nonc1-c1noc(CCCN2C(=O)c3ccccc3C2=O)n1 | -5 | -20
COc1ccc2nc3oc(C(=O)N4CCN(c5cccc(Cl)c5)CC4)cc3cc2c1 | 1 | 44
CCOc1ccc(CN2CCN(c3cc(C)nc4c5c(C)cc(C)nc5nn34)CC2)cc1 | -7 | -66
O=C(O)c1cc(-c2ccccc2)n(-c2ccccc2C(=O)O)n1 | -2 | -1
COCCCNC(=O)c1oc2ccc(S(=O)(=O)N(C)C3CCCCC3)cc2c1C | 4 | 12
CCOC(=O)CN(C(=O)CSc1nnc(-c2ccncc2)n1CCCN(C)C)c1ccccc1 | -3 | -3
CS(=O)(=O)C1=C(O)C(=O)N(c2ccccc2)C1c1ccccc1 (stereo unspecified) | 3 | 13
CSc1nnc(-c2cnccn2)n1C | -1 | 1

(next part)
SMILES | QS inhibitor | QS inhibitor GFP MFI %
Cc1oc(-c2cccs2)nc1CS(=O)CC(=O)NC1CCCCCC1 (stereo unspecified) | 0 | 10
COc1ccc(-c2nc(C)c(C(C)=O)n2O)cc1OC | 0 | -6
Cc1cccc(OCCn2c(=O)n(C)c3ccccc32)c1 | 2 | 28
Nc1nnc(Cc2ccc(Cl)cc2)s1 | 0 | 8
Cc1ccc(C(c2sc3nc(C)nn3c2O)N2CC(C)OC(C)C2)cc1 (stereo unspecified) | 1 | 4
CCOc1cccc2c1OC1(C)CC2NC(=O)N1c1cccc(Cl)c1 (stereo unspecified) | 2 | 3
COc1ccc(-n2ncc3c(N4CCCc5ccccc54)ncnc32)cc1 | -3 | -2
CCn1c(=N)n(CC(O)COc2cccc(C)c2)c2ccccc21 (stereo unspecified) | -1 | 0
COc1ccc(OC)c(CNC(=O)Cc2c(C(=O)O)[nH]c3ccccc23)c1 | -6 | -16
CNc1nc(C)nc(-c2ccccc2O)n1 | -2 | -28
CCOC(=O)C1=C(Cn2cnc3ccccc32)NC(=O)NC1c1cc(C)ccc1C (stereo unspecified) | -1 | 5
CC1CCC(NC(=O)c2cc3c(s2)CS(=O)(=O)C3)CC1 (stereo unspecified) | 0 | -8
CCC(C)NC(=O)C1CCN(S(=O)(=O)CC)CC1 (stereo unspecified) | 1 | -5
COc1ccc(C(=O)N2CCN(S(=O)(=O)c3ccc(C)cc3C)CC2)cc1OC | 1 | 25
CCC1CCCCN1C(=O)CSc1nnc(-c2ccc(OC)cc2)o1 (stereo unspecified) | -1 | -7
COc1ccc2oc(=O)cc(C)c2c1 | -5 | -4
O=S(=O)(c1ccccc1S(=O)(=O)N1CCCCC1)N1CCCCC1 | 0 | 10

21 successive compounds from above, for reference:
SMILES | QS inhibitor | QS inhibitor GFP MFI %
COc1ccc2nc3oc(C(=O)N4CCN(c5cccc(Cl)c5)CC4)cc3cc2c1 | 1 | 44
CCOc1ccc(CN2CCN(c3cc(C)nc4c5c(C)cc(C)nc5nn34)CC2)cc1 | -7 | -66
O=C(O)c1cc(-c2ccccc2)n(-c2ccccc2C(=O)O)n1 | -2 | -1
COCCCNC(=O)c1oc2ccc(S(=O)(=O)N(C)C3CCCCC3)cc2c1C | 4 | 12
CCOC(=O)CN(C(=O)CSc1nnc(-c2ccncc2)n1CCCN(C)C)c1ccccc1 | -3 | -3
CS(=O)(=O)C1=C(O)C(=O)N(c2ccccc2)C1c1ccccc1 (stereo unspecified) | 3 | 13
CSc1nnc(-c2cnccn2)n1C | -1 | 1
Cc1oc(-c2cccs2)nc1CS(=O)CC(=O)NC1CCCCCC1 (stereo unspecified) | 0 | 10
COc1ccc(-c2nc(C)c(C(C)=O)n2O)cc1OC | 0 | -6
Cc1cccc(OCCn2c(=O)n(C)c3ccccc32)c1 | 2 | 28
Nc1nnc(Cc2ccc(Cl)cc2)s1 | 0 | 8
Cc1ccc(C(c2sc3nc(C)nn3c2O)N2CC(C)OC(C)C2)cc1 (stereo unspecified) | 1 | 4
CCOc1cccc2c1OC1(C)CC2NC(=O)N1c1cccc(Cl)c1 (stereo unspecified) | 2 | 3
COc1ccc(-n2ncc3c(N4CCCc5ccccc54)ncnc32)cc1 | -3 | -2
CCn1c(=N)n(CC(O)COc2cccc(C)c2)c2ccccc21 (stereo unspecified) | -1 | 0
COc1ccc(OC)c(CNC(=O)Cc2c(C(=O)O)[nH]c3ccccc23)c1 | -6 | -16
CNc1nc(C)nc(-c2ccccc2O)n1 | -2 | -28
CCOC(=O)C1=C(Cn2cnc3ccccc32)NC(=O)NC1c1cc(C)ccc1C (stereo unspecified) | -1 | 5
CC1CCC(NC(=O)c2cc3c(s2)CS(=O)(=O)C3)CC1 (stereo unspecified) | 0 | -8
CCC(C)NC(=O)C1CCN(S(=O)(=O)CC)CC1 (stereo unspecified) | 1 | -5
COc1ccc(C(=O)N2CCN(S(=O)(=O)c3ccc(C)cc3C)CC2)cc1OC | 1 | 25

Rewritten tab-delimited: 2 of the compounds above
mol	QS inhibitor	QS inhibitor GFP MFI %
CCOC(=O)CN(C(=O)CSc1nnc(-c2ccncc2)n1CCCN(C)C)c1ccccc1	-3	-3
CS(=O)(=O)C1=C(O)C(=O)N(c2ccccc2)C1c1ccccc1 (stereo unspecified)	3	13

An excerpt; the hit share may differ from the screen's.
